# Measles CPE = protection of cells from measles virus; Measles virus-infected cells, CPE protection, absorbance; protection (pct of control), % at 4 µM; 1.5% of 140,000 active; AID 841; in the data active = protection mostly above about 24%, no sharp cut-off; inactive = mostly below about 26%; also: some compounds called inactive have numbers as strong as hits
# NPY-Y2 antag = antagonists of human neuropeptide Y receptor Y2 | P49146 | NPY-Y2 expressing cells, antagonist mode | inhibition, % at 2.7 µM | 0.99% of 140,000 active; in the data active = inhibition above about 17%;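 also: 0% = vehicle with agonist challenge and 100% = reference antagonist with challenge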
# Target sequence (P49146 whole entry, looked up): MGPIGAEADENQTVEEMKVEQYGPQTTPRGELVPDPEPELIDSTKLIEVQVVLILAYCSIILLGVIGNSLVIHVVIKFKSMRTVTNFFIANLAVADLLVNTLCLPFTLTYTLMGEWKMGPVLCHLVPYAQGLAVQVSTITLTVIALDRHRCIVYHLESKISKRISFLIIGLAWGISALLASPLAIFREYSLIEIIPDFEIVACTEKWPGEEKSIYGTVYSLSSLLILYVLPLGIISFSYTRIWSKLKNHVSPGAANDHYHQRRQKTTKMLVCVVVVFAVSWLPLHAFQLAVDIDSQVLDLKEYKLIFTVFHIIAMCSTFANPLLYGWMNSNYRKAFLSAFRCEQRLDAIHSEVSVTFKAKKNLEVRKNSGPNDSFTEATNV
# HCT116 bCat-KO = beta-catenin-lacking colon tumor cell growth suppression | HCT116 beta-catenin knockout viability, CellTiter-Glo, 60 h; active compounds read low | viability, % at 10 µM | 1.5% of 140,000 active | AID 818;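 active = viability at or under a set limit, the compound median less 4 SD, cut at about 6% in these data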;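 also: 0% = Hyamine 1622 control at 20 µM and 100% = untreated cell control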
# Phagocytosis inh = blocks phagocytosis by macrophages; 0.07% of 110,000 active; inhibition, % at 5 µM; J774A.1 macrophage IgG-bead phagocytosis, imaging;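 active = inhibition above the mean of the plate negative controls plus 5 SD, cut at about 13% in these data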;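 also: phagocytic index as fraction of beads internalized from green versus red external bead signal; plate controls were DMSO negative control for no effect and cytochalasin-D positive control for full effect; some results beyond the cut were filed as inactive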
# PTEN del growth = growth suppressors of cells with PTEN tumor suppressor deletion | 1.2% of 140,000 active | HCT116 PTEN-null viability, CellTiter-Glo, 60 h; active compounds read low | viability, % at 10 µM | AID 827;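 active = viability at or below a set limit, 4 SD under the median of all tested compounds, cut at about 3.7% in these data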;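 also: PTEN knockout HCT116 line with beta catenin targeted HCT116 as companion control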
# E-sel TNF inh = blocks E-selectin expression induced by TNF alpha. HUVEC TNFa-induced E-selectin immunofluorescence, high content. inhibition, % at 2 µM. 0.71% of 120,000 active;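 active = inhibition above the batch mean plus 3 SD, and confirmed as a hit on visual image review, cut at about 43% in these data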;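 also: 0% = TNF-stimulated DMSO wells and 100% = unstimulated control wells; not every result past the cut was called active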
# GALR2 antag = blocks the human galanin receptor 2 | O43603 | GALR2-expressing cells, antagonist mode | inhibition, % at 4 µM | 0.39% of 140,000 active | AID 828; in the data active = inhibition above about 27%;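 also: cells stimulated with galanin 1-16 at roughly its EC80; 0% = agonist challenge control and 100% = basal control without agonist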
# Target sequence (O43603 whole entry, looked up): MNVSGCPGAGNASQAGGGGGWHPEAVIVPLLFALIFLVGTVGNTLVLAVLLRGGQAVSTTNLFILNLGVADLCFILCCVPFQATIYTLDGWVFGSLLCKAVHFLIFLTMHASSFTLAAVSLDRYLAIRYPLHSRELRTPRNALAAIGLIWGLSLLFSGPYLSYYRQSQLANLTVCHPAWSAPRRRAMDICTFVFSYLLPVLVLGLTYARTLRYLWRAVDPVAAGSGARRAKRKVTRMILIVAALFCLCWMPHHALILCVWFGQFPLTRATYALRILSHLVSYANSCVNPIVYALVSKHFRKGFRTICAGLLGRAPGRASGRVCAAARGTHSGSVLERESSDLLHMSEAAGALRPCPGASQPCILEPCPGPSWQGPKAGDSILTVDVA
# Yeast growth inh = yeast BB579 growth reduction in restrictive medium; AID 804; 0.51% of 140,000 active; inhibition, % at 10 µM; S. cerevisiae BB579 growth, OD615, 48 h;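 active = inhibition above a set limit, 3 SD over the mean compound inhibition, cut at about 44% in these data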; also: inactives centre near -24
#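 controls = amphotericin B 10 µg/mL, positive | assay system = DeaD yeast strain BB579 | schedule = 48 h compound exposure at 30 °C after 4 h preincubation | detection = OD615 turbidity measurement | medium = restrictive CSMM-D medium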
# Yeast lifespan up = yeast lifespan extension | S. cerevisiae growth with nicotinamide, OD615; deaD strain in restrictive glucose medium | 0.68% of 130,000 active | inhibition of the nicotinamide effect, % at 10 µM;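 active = inhibition above a set limit, placed 3 SD over the median of all compounds, cut at about 26% in these data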;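 also: 0% = nicotinamide-treated wells and 100% = cells grown without nicotinamide; some compounds called inactive have numbers as strong as hits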
#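 System: DeaD-strain S. cerevisiae / Buffer or medium: CSMM-D, restrictive glucose (dextrose) synthetic minimal medium / Probe or stimulus: nicotinamide, 1.5 mM, co-present with compound / Compound: one concentration, 10 µM, DMSO 0.25% / Incubation: 48 h compound exposure at 30 °C, humidified / Technique: optical density (absorbance) at 615 nm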
# MRP1 act = activates MRP-1. H69AR cells + doxorubicin, viability rescue, CellTiter-Glo. viability increase, % at 10 µM. 0.61% of 140,000 active. AID 799;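 active = viability gain under doxorubicin at or above a set limit, the compound median plus 3 SD, cut at about 4.7% in these data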;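 also: MRP-1 overexpressing cells given doxorubicin 25 µM after compound pretreatment; 18-22 h compound pretreatment then 72 h with doxorubicin before readout; 0% = doxorubicin-only wells and 100% = vehicle-treated cells without doxorubicin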
# Numbers without * were called inactive; / = not tested or not shown.
SMILES,Measles CPE,NPY-Y2 antag,HCT116 bCat-KO,Phagocytosis inh,PTEN del growth,E-sel TNF inh,GALR2 antag,Yeast growth inh,Yeast lifespan up,MRP1 act
COc1ccccc1N(CC(=O)NCc1ccccn1)S(C)(=O)=O,11,4,96,-5,96,-6,3,-18,2,-2.3
COc1ccc(NC(=O)c2cccc(Oc3ccc([N+](=O)[O-])cc3Cl)c2)cc1,10,0,14,-6,16,12,-9,-8,-1,-1.9
Cc1ccc(NC(=O)c2noc3c2CCc2ccccc2-3)cc1,13,6,84,-1,76,6,-7,-56,-25,-1.5
Cc1cc(C)cc(NC(=O)Cn2ncn3c(cc4ccccc43)c2=O)c1,3,3,98,0,97,/,-9,-60,-6,0.0
Cc1ccn2c(NC(=O)c3cccs3)c(-c3ccccc3)nc2c1,5,5,91,-4,85,-14,4,-13,-4,-2.1
Nc1cc(=O)nc(SCC(=O)Nc2cccc3ccccc23)n1CCc1ccccc1,4,0,82,/,77,/,-11,-43,-35,-3.3
COc1ccc(Nc2cc(C)nc3ncnn23)c(OC)c1,6,3,85,0,91,0,2,17,-4,-0.5
C=CCc1cc(C=O)cc(OCC)c1OCc1ccc(Cl)cc1,14,6,82,-2,75,/,5,-31,10,-0.6
CCOC(=O)CNC(=O)Cn1cnc2sc(C)c(S(=O)(=O)N3CCC(C)CC3)c2c1=O,13,0,95,/,92,-16,-19,-23,-5,-2.3
O=C(CSc1nnnn1Cc1ccccc1)N1CCN(c2ccccc2)CC1,2,4,96,0,87,11,-2,-22,-11,-1.9
Cn1c(/C(C#N)=N/O)nc2ccccc21,6,4,93,/,89,3,4,-46,/,0.2
COc1ccc(S(=O)(=O)n2oc(=O)cc2-c2ccccc2)cc1,4,3,105,-2,108,-2,-4,21,32,-0.2
O=C1OC2(CCCCC2)OC(=O)C1=CNc1nc2ccccc2s1,5,1,96,1,104,-1,-8,-42,69*,-0.6
Cc1cccc(-c2nc3ccccc3c3nncn23)c1,6,4,99,-1,87,-15,-1,12,-10,-2.7
CCCCc1c(O)c2ccccc2[nH]c1=O,21,2,95,-1,93,-4,-2,-30,-21,1.1
CC(=O)Nc1ccc(NS(=O)(=O)c2cc(C)sc2C)cc1,/,-2,94,0,88,-7,2,-64,-9,-1.6
Cc1ccc(O)c(-c2cc3ccccc3[nH]2)c1,5,-5,72,0,59,16,15,-75,-16,-2.3
Cn1c(SCC(=O)NCc2ccc3c(c2)OCO3)nnc1-c1cccs1,6,3,103,-1,102,-55,13,-74,13,-0.8
Cc1ccc(S(=O)(=O)N2CCC(C(=O)NCc3ccccc3Cl)CC2)cc1,3,1,100,-1,110,2,3,-99,-2,-0.6
CCOC(=O)c1[nH]c2cc3c(cc2c1NC(=O)CN1CCCCC1C)OCO3 (configuration not stated),4,1,65,/,64,-20,12,-3,-24,-3.4

# Three entries from above in a different format.
Cc1ccc(O)c(-c2cc3ccccc3[nH]2)c1
  Measles CPE: 5; NPY-Y2 antag: -5; HCT116 bCat-KO: 72; Phagocytosis inh: 0; PTEN del growth: 59; E-sel TNF inh: 16; GALR2 antag: 15; Yeast growth inh: -75; Yeast lifespan up: -16; MRP1 act: -2.3
Cn1c(SCC(=O)NCc2ccc3c(c2)OCO3)nnc1-c1cccs1
  Measles CPE: 6; NPY-Y2 antag: 3; HCT116 bCat-KO: 103; Phagocytosis inh: -1; PTEN del growth: 102; E-sel TNF inh: -55; GALR2 antag: 13; Yeast growth inh: -74; Yeast lifespan up: 13; MRP1 act: -0.8
Cc1ccc(S(=O)(=O)N2CCC(C(=O)NCc3ccccc3Cl)CC2)cc1
  Measles CPE: 3; NPY-Y2 antag: 1; HCT116 bCat-KO: 100; Phagocytosis inh: -1; PTEN del growth: 110; E-sel TNF inh: 2; GALR2 antag: 3; Yeast growth inh: -99; Yeast lifespan up: -2; MRP1 act: -0.6

# Going on with the list.
SMILES,Measles CPE,NPY-Y2 antag,HCT116 bCat-KO,Phagocytosis inh,PTEN del growth,E-sel TNF inh,GALR2 antag,Yeast growth inh,Yeast lifespan up,MRP1 act
CCOc1ccc(NC(=O)CSc2nc3cccnc3n2CCOC)cc1,8,4,101,3,97,5,9,-25,-16,-2.0
COc1ccc(-c2csc(NC(=O)COC(=O)Cc3ccc(Cl)cc3Cl)n2)cc1,25,1,77,-15,71,-14,4,-35,-6,2.3
CC1(C)N([O-])C2=C(c3ccccc3C2=O)[N+](=O)C1(C)C,2,1,104,-1,107,4,-13,-58,53*,-0.9
CCOC(=O)Cc1csc(NC(=O)NC2(C(F)(F)F)Oc3ccccc3O2)n1,30,2,37,0,35,23,-9,-29,-2,-4.2
CN1CC(=O)NC1=NC(=O)C12CC3CC(CC(C3)C1)C2,10,1,57,-2,55,-30,5,-19,-1,-1.4
Cc1onc(-c2ccccc2Cl)c1C(=O)OCC(=O)c1ccccc1,7,1,89,/,94,-5,3,-51,-5,-0.5
Cc1ccc(C(=O)OCCc2sc[n+](Cc3ccccc3)c2C)cc1,4,4,90,-9,86,-5,-3,-30,3,-1.6
O=C(CSc1nnc(CNC(=O)c2cccs2)o1)c1ccc(Cl)cc1,15,2,27,0,35,-1,-2,-57,-12,-0.8
O=C(NC1(C(F)(F)F)N=C2SCCN2C1=O)c1cccnc1 (configuration not stated),11,-2,99,/,102,/,11,7,6,0.1
COC(=O)c1ccc(Cl)c(NC(=O)CN2CCOCC2)c1,12,1,90,/,105,-16,-6,-21,-13,0.0
COc1ccccc1-c1nnc2n1N=C(C(C)(C)C)CS2,18,1,102,-2,110,/,-7,-23,-14,-0.7
O=C(O)C1CC(c2ccccc2F)=NO1 (configuration not stated),9,4,85,-2,88,12,9,-20,-4,-0.7
O=C(Nc1ccc2c(c1)CCC2)c1ccc(Br)o1,23,4,71,-1,67,7,12,-49,-18,-1.4
COc1ccc(CNC(=O)C2(c3ccc(Cl)cc3)CC2)cc1,7,7,90,-2,94,17,-4,-43,1,-2.9
CCn1c(SCc2nc3ccccc3s2)nnc1-c1cccs1,9,1,83,3,94,1,4,-60,1,-1.6
CN1C(=O)CC(N2CCC(c3nc4ccccc4s3)CC2)C1=O (configuration not stated),4,3,91,/,95,-33,25,-39,-7,-1.8
COc1ccccc1N1CCN(C(=O)c2nn(-c3ccccc3OC)c(=O)c3ccccc23)CC1,37,1,92,-2,90,-23,3,-20,-5,-2.9
C=CCn1c(Sc2nnc(C)s2)nc2c1c(=O)[nH]c(=O)n2C,14,5,83,-1,98,8,-9,-13,-3,-1.1
Cn1c(=O)oc2cc(S(=O)(=O)N3CCOCC3)ccc21,9,7,91,2,89,-4,-9,-28,-10,-0.8
COC(=O)[C@H](CCSC)NC(=O)Nc1ccc(C(C)C)cc1,13,-2,91,-1,93,-15,-6,6,-5,-1.7
O=C(Nc1ccc(Cl)c(Cl)c1)c1ccc(Cn2c(=O)[nH]c3ccsc3c2=O)cc1,23*,-5,46,/,70,-1,-9,-27,6,-0.9
CC(C)CCNC(=O)c1nnc(Cc2ccc(Cl)cc2)o1,11,4,103,0,97,70*,-19,19,-9,1.1
Cc1cc(OCC(=O)Nc2ccccc2F)nc(C(C)C)n1,8,0,89,-4,94,22,4,11,-4,-2.8
CC(=O)c1c(C)[nH]c(C(=O)OCC(=O)Nc2cc(S(=O)(=O)N3CCCC3)ccc2Cl)c1C,10,-1,72,-12,69,-12,16,-19,-3,-1.6
CC(=Nc1ccc(O)cc1)c1sc2ccccc2c1O,0,1,85,-1,86,11,21,-28,-15,-3.6
c1ccc2c(c1)OCC(CNc1ncnc3nc[nH]c13)O2 (configuration not stated),2,0,79,-1,88,-16,5,1,-8,-1.7
CCOC(=O)C(=NCCOC)NNc1cc(Cl)ccc1Cl,5,-2,84,-9,87,/,-237,-14,-6,0.1
O=C(NNC(=O)c1sc2ccccc2c1Cl)Nc1ccc(Cl)cc1,4,6,98,/,103,-20,-1,-57,-23,0.3
Cc1cccc(NC(=O)c2sc(C)nc2C)c1,18,4,98,/,96,-21,-10,-16,/,1.1
COc1ccc(N=C2SC(CC(=O)Nc3ccc(F)cc3)C(=O)N2Cc2ccco2)cc1 (configuration not stated),7,-4,64,-5,63,/,13,-17,0,-2.7

# Molecules from the list above with two or more sulfur atoms, in the order listed:
SMILES,Measles CPE,NPY-Y2 antag,HCT116 bCat-KO,Phagocytosis inh,PTEN del growth,E-sel TNF inh,GALR2 antag,Yeast growth inh,Yeast lifespan up,MRP1 act
CCOC(=O)CNC(=O)Cn1cnc2sc(C)c(S(=O)(=O)N3CCC(C)CC3)c2c1=O,13,0,95,/,92,-16,-19,-23,-5,-2.3
CC(=O)Nc1ccc(NS(=O)(=O)c2cc(C)sc2C)cc1,/,-2,94,0,88,-7,2,-64,-9,-1.6
Cn1c(SCC(=O)NCc2ccc3c(c2)OCO3)nnc1-c1cccs1,6,3,103,-1,102,-55,13,-74,13,-0.8
O=C(CSc1nnc(CNC(=O)c2cccs2)o1)c1ccc(Cl)cc1,15,2,27,0,35,-1,-2,-57,-12,-0.8
CCn1c(SCc2nc3ccccc3s2)nnc1-c1cccs1,9,1,83,3,94,1,4,-60,1,-1.6
C=CCn1c(Sc2nnc(C)s2)nc2c1c(=O)[nH]c(=O)n2C,14,5,83,-1,98,8,-9,-13,-3,-1.1

# Continued.
SMILES,Measles CPE,NPY-Y2 antag,HCT116 bCat-KO,Phagocytosis inh,PTEN del growth,E-sel TNF inh,GALR2 antag,Yeast growth inh,Yeast lifespan up,MRP1 act
Oc1ccc(CNc2ccccc2O)cc1,9,2,75,/,74,-11,8,26,-16,-1.2
C/C(=N/NC(=O)c1ccncc1)c1cc2ccc(O)cc2oc1=O,23,4,90,/,88,-10,-24,-34,0,-0.9
Cc1nnc2n1N=CC=C(c1ccccc1)S2,12,-1,33,2,43,16,12,-9,-9,-2.4
O=C(CC1SC(=Nc2ccccc2)N(CCCCO)C1=O)NCc1ccccc1 (configuration not stated),12,1,86,1,95,5,-5,-24,-6,-3.8
CCOc1cc(/C=N\NC(=O)c2ccc(NC(=O)CC)cc2)ccc1OC(=O)c1ccccc1,5,6,96,-1,106,-5,10,-73,-8,-0.1
CCCCCOC(=O)CSc1nc2c(c(=O)[nH]c(=O)n2C)n1Cc1ccc(Cl)cc1,9,6,104,0,108,/,4,1,-1,-2.2
Cc1ccc(S(=O)(=O)N2CCC(C(=O)Nc3nnc(COc4ccccc4)s3)CC2)cc1,7,-1,91,0,93,/,6,-12,-5,0.5
O=C(CSc1nc2c(c(C(F)(F)F)n1)CCc1ccccc1-2)NCc1ccc(F)cc1,19,-1,97,/,99,3,-2,-42,/,-2.5
CC(C)(C)c1ccc(S(=O)(=O)NCc2ccc(C(=O)N3CCCC3)cc2)cc1,38,4,93,0,81,-69,0,-14,-12,-1.8
CCOC(=O)CSc1nnc(-c2c[nH]c3ccccc23)n1CC,17,4,97,0,110,/,8,-22,0,-1.6

# With a hit mark in E-sel TNF inh, among the entries above:
compound,Measles CPE,NPY-Y2 antag,Phagocytosis inh,E-sel TNF inh,GALR2 antag,Yeast growth inh,Yeast lifespan up
CC(C)CCNC(=O)c1nnc(Cc2ccc(Cl)cc2)o1,11,4,0,70*,-19,19,-9

# Screening data from PubChem.
